# Source: PubChem
# MITF TRPM1 HTS: increases MITF-driven TRPM1 promoter luciferase signal; activation, % at 12.5 µM; AID 588334; SK-MEL-5 TRPM1-promoter luciferase, 24 h; % of positive control, neutral wells = 0; 300,000 tested, 0.75% active;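 active = mean activation of at least 80% with every replicate also reaching 80%; inconclusive = mean reaches 80% but some replicate falls short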;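 also: 0% = neutral control wells and 100% = parthenolide positive control wells; values of inactives mirror those of a sister screen read the other way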
# CDK5 p35 inh: blocks human CDK5/p35 kinase activity. Q00535+Q15078. inhibition, % at 10 µM. 330,000 tested, 0.01% active. Recombinant CDK5/p35, ADP-Glo luminescence, 60 min. AID 488839;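 active = highest replicate inhibition of at least 50% and at least 75% of replicates reaching 50%; inconclusive = only one of the two criteria met; inactive = both criteria failed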;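 also: plate controls were DMSO neutral control for no effect and GW8510 at 10 µM for full effect; many of its hits are not listed in these tables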
# Target sequence (Q00535 whole entry, looked up): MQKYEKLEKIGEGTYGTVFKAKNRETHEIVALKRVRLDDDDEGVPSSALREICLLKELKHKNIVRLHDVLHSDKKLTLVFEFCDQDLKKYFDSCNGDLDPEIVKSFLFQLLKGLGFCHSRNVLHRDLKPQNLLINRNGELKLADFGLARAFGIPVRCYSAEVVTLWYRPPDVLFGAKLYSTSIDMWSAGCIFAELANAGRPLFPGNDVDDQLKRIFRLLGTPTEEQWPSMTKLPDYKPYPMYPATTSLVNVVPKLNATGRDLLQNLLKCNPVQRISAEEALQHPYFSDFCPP
# Target sequence (Q15078 whole entry, looked up): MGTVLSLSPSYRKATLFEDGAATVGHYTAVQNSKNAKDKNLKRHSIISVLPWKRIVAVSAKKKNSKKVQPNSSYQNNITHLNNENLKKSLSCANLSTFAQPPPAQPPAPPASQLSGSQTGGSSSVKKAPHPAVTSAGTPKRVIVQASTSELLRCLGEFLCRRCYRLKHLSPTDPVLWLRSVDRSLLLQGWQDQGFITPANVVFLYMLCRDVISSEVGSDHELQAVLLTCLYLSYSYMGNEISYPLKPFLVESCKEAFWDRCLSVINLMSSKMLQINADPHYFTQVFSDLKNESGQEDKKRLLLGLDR
# NSD2 inh: NSD2 (human) methyltransferase inhibition; inhibition, % at 12.5 µM; 310,000 tested, 0.54% active; AID 743445; NSD2 peptide methylation, AlphaScreen, 120 min; O96028; in the data active = inhibition above about 50%
# Arr AP2 block: inhibitors of human beta-arrestin and AP2 interaction. FITC-arrestin peptide / GST-AP2 beads, flow cytometry; AP2 beta2 appendage carries R879A mutation. inhibition, % at 10 µM. 340,000 tested, 0.31% active;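 active = inhibition above a set limit, near 3 SD of compounds lacking own fluorescence, cut at about 54% in these data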;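 also: plate controls were DMSO wells for no effect and 5 µM unlabelled arrestin peptide for full effect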
#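 Material – AP2 appendage R879A on GSH beads · Buffer or medium – PBS with 0.05% Tween 20 and 0.1% BSA · Probe or stimulus – fluorescein-tagged arrestin peptide at 50 nM final · Incubation – compound with beads 12 min RT, then probe 1 h RT · Detection – high-throughput flow cytometry of beads, ex 488, em 535 nm · Evaluation – percent response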
# SR-BI DiI-HDL act: SR-BI HDL lipid transfer activation; CHO ldlA[mSR-BI] cells, DiI-HDL uptake fluorescence, 3 h; 100 = double the neutral-control signal; activation, % at 12.5 µM; 320,000 tested, 0.096% active; AID 504775;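 active = mean replicate activation of at least 60% and every replicate at or above 60%; inconclusive = mean or all-replicate condition met, but not both; inactive = mean below 60% and not all replicates reaching 60%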;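 also: 0% = median plate neutral-control signal and 100% = twice that signal; values of inactives mirror those of a sister screen read the other way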
#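 Assay system: CHO ldlA[mSR-BI] cells, LDL receptor-null, SR-BI overexpressing; medium: Ham's F12 with 0.5% BSA, HEPES 25 mM, pH 7.4; also added: DiI-HDL 10 µg/mL; timing: 3 h uptake period with compound, 37 °C; signal: DiI fluorescence, bottom read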
# PKA-R1A act: activators of PKA-R1A complex. 340,000 tested, 0.083% active. activation, % at 11.4 µM. PKA-R1A dissociation, Cy5-IP20 fluorescence polarization; scaled: DMSO 0%, 113 µM cGMP 100%;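 active = percent activation above the mean of all tested compounds plus 3 SD, cut at about 19% in these data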;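 also: higher means more PKAc released from R1A so a rise in polarization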
# dFosB activator: activators of mouse delta FosB homodimer | AID 493131 | purified delta FosB, TAMRA-CDK5 oligo fluorescence polarization; percent of positive-control signal above neutral wells | P13346 | 340,000 tested, 0.99% active | activation, % at 25 µM;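 active = mean activation above about 17%, with every replicate also reaching it, limit read from the data, passing the limit was not always enough; inconclusive = only one of the two conditions met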;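 also: fluorescence polarization rise as delta FosB binds a TAMRA Cdk5 AP-1 oligo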
# Target sequence (P13346 whole entry, looked up): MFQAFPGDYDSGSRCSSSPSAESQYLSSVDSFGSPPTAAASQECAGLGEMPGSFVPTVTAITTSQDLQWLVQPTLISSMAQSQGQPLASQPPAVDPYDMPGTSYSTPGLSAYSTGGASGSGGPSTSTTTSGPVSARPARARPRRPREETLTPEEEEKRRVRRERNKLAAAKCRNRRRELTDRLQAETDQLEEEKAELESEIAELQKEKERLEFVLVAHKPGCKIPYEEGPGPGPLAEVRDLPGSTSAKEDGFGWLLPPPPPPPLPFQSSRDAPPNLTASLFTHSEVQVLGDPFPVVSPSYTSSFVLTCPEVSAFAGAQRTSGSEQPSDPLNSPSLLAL
# DSG3 Ab inh: inhibitors of pemphigus antibody binding to human desmoglein-3; P32926; DSG3-coupled beads, scFv-anti-DSG3-GFP binding, flow cytometry; active compounds read low; binding (percent of control), % at 10 µM; 310,000 tested, 0.48% active; AID 588358;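 active = binding more than 3 SD below its plate's average and above zero; inconclusive = below that plate limit but binding exactly zero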;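 also: hits lower antibody fragment binding to DSG3; some compounds called inactive have numbers as strong as hits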
# PKA-R2B act: PKA-R2B complex activation | 340,000 tested, 0.079% active | activation, % at 11.4 µM | PKA-R2B holoenzyme dissociation, Cy5-IP20 fluorescence polarization; R2B truncated from residue 108, S112A mutant; 0% DMSO only, 100% 113 µM cGMP | P22694+P31323;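 active = activation above a cutoff set at the mean over all compounds plus 3 SD, cut at about 18% in these data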;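 also: higher means more holoenzyme dissociation and a rise in polarization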
# SR-BI DiI inh: inhibitors of mouse SR-BI mediated HDL lipid uptake; Q61009; ldlA[mSR-BI] CHO cells, DiI-HDL uptake fluorescence, 3 h; inhibition, % at 12.5 µM; 320,000 tested, 0.96% active; AID 488896;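 active = mean replicate inhibition of at least 70% and a set share of replicates each scoring 70 or more; inconclusive = meets just one of the two criteria; inactive = fails both criteria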;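 also: 0% = median of neutral control wells and 100% = median of positive control wells; values of inactives mirror those of a sister screen read the other way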
# SUMO Mot1 rescue: inhibitors of SUMOylation pathway: yeast Mot1-301 growth rescue; 320,000 tested, 1% active; growth rescue, % at 18.8 µM; S. cerevisiae Mot1-301 growth rescue, ATP luminescence, 38.5C; percent above DMSO median, 100 means doubled;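 active = every valid replicate shows activation above 250% relative to neutral control wells; inactive = the rest, any valid replicate at or below 250%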;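 also: OY570 slx delta 5 strain wells were the positive control but not used for scaling; some compounds called inactive have numbers as strong as hits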
# Numbers without * were called inactive; ? = inconclusive; . = not tested or not shown.
SMILES,MITF TRPM1 HTS,CDK5 p35 inh,NSD2 inh,Arr AP2 block,SR-BI DiI-HDL act,PKA-R1A act,dFosB activator,DSG3 Ab inh,PKA-R2B act,SR-BI DiI inh,SUMO Mot1 rescue
COc1ccc(NS(=O)(=O)c2ccc3c(c2)NC(=O)CC(=O)N3)cc1OC,3,-0.5,-1,24,-5,8,-5,89,11,5,24
Cc1ccc(NC(=O)c2cc(NC(=O)CCCC(=O)O)ccc2Cl)cc1Cl,.,1.1,1,4,-26,-4,-2,105,-3,26,180
O=C(CCN1C(=O)c2ccccc2C1=O)N1CCCCCC1,11,0.8,.,2,-1,-2,1,.,-4,1,5
CCOC(=O)C1=C(C)NC(C)=C(C(=O)OCC)C1C(=O)OCC(=O)NC1(C#N)CCCCC1,-13,1.0,-5,-10,-4,-7,-4,101,2,4,-18
O=C(Nc1nc(-c2ccc(Oc3ccccc3)cc2)cs1)C1=COCCO1,-9,0.2,-2,-40,15,-3,-15,103,-3,-15,8
O=C(c1cc(-c2ccco2)nc2ccccc12)N1CCN(Cc2ccccc2)CC1,11,0.4,19,7,32,-18,-13,91,-2,-32,30
COc1ccc(C2C3=C(CC(C)(C)CC3=O)OC(N)=C2[N+](=O)[O-])cc1 (centres undefined),2,-1.8,2,-5,14,-5,-6,105,-2,-14,-6
COc1ccccc1NCC(=O)N/N=C/c1cccnc1,2,-0.8,-1,-2,12,5,-3,106,11,-12,17
Cc1cc2oc(C(=O)Nc3ccc(S(=O)(=O)N4CCCC(C)C4)cc3)cc(=O)c2cc1Cl (centres undefined),-2,2.1,-3,-13,-52,-9,-6,91,5,52,-19
O=C(OCC(=O)N1CCCC1)c1ccccc1C(=O)c1ccccc1,27,1.8,-3,-4,5,-6,1,113,-2,-5,5
O=C1C(C=Nc2ccc(F)cc2)=C(O)c2ccccc21,10,1.0,-7,0,-17,2,-12,105,-1,17,228
Cc1c(C(=O)NC(C)c2ccncc2)oc2ccccc12 (centres undefined),-8,0.2,4,-8,-26,-8,-7,.,-13,26,1
O=C(C[C@H]1C/C=C\C[C@H](Cc2ccc(F)cc2)C(=O)OC[C@@H]2CCCN2C1=O)N[C@H](CO)Cc1ccccc1,7,-0.7,.,.,-6,0,7,100,-4,6,4
Cc1ccc(CNC(=O)CCc2nc(-c3cccs3)no2)cc1,-3,-4.9,.,3,31,1,-5,100,-1,-31,18
CCOC(=O)c1c(-c2ccccc2)csc1NC(=S)NC,-13,-5.7,-1,-9,-8,5,-7,93,-4,8,158
O=C(CSc1nnc(Cn2c(=O)sc3ccccc32)n1-c1ccccc1)N1CCCC1,2,0.6,.,0,4,12,6,109,1,-4,57
COC(=O)C(C)N1C(=O)S/C(=C\c2cc(C)n(-c3ccccn3)c2C)C1=O (centres undefined),40,-1.3,3,-10,-17,-8,-2,97,-3,17,.
Cc1cc(NC(=O)CN2CCN(c3ccccn3)CC2)ccc1Br,9,0.8,-1,32,-11,2,-7,105,1,11,-2
Nc1ccccc1N=Nc1ccccc1N,?,0.8,.,-1,5,3,1,104,0,-5,3
COc1ccc(-n2c(SCC(=O)N3CCCC(C)C3)nnc2-c2cccnc2)cc1 (centres undefined),10,0.4,0,-5,4,-5,5,102,-7,-4,-9
CCN(C(=O)CSc1nnc(-c2ccccc2OC)n1N)c1c(N)n(Cc2ccccc2)c(=O)[nH]c1=O,9,1.1,1,6,2,-4,-4,100,0,-2,.
Nc1c(C(=O)Nc2ccc3c(c2)OCCO3)nnn1CCc1ccccc1,12,1.8,.,1,-20,-6,-8,106,-1,20,-18
CCn1c(C)c(C(C)=O)c(N2CCCC2)nc1=S,.,-0.6,0,0,-17,-12,-3,100,-7,17,-9
O=C(CSc1ccc(-c2ccc(Cl)cc2)nn1)Nc1ccc2c(c1)OCCO2,-3,0.8,-4,0,-7,-10,10,83,-10,7,-12
Cc1[nH]n(-c2ccccc2)c(=O)c1/C=N/NC(=O)c1ccoc1C,-23,-1.7,4,1,-70,0,-7,110,-11,70,-15
SMILES,MITF TRPM1 HTS,CDK5 p35 inh,NSD2 inh,Arr AP2 block,SR-BI DiI-HDL act,PKA-R1A act,dFosB activator,DSG3 Ab inh,PKA-R2B act,SR-BI DiI inh,SUMO Mot1 rescue
O=c1[nH]c(NCc2ccco2)nnc1Cc1ccccc1Cl,-18,1.0,2,16,20,7,4,104,17,-20,-17
Cc1nc2cc(NC(=O)Nc3ccc(Br)cc3)ccc2o1,64,1.5,-1,1,-40,-6,1,82,-1,40,-14
COc1ccc(C(=O)c2ccc(Br)cc2)cc1,52,-0.9,-3,-6,-12,-9,-4,86,-10,12,20
O=C(CCN1C(=O)c2ccccc2S1(=O)=O)N1CCN(c2ccccc2F)CC1,0,-2.5,-1,16,18,-1,-12,105,-4,-18,72
CC1=C(C(=O)OCC(C)C)C(c2ccccc2Cl)NC(=O)N1C (centres undefined),-6,-3.2,.,18,.,-11,-5,101,0,.,-2
CCC(C)NCCOc1ccc(C(C)(C)c2ccccc2)cc1 (centres undefined),-8,0.0,8,6,-5,-2,1,95,1,10,27
Cc1c(NC(=O)c2ccc(N3C(=O)C4C5C=CC(C5)C4C3=O)cc2)c(=O)n(-c2ccccc2)n1C (centres undefined),13,0.5,3,-2,30,-11,9,.,2,-30,-17
CC(Sc1nc(=O)cc(N)n1CCc1ccccc1)C(=O)NCc1ccccc1 (centres undefined),9,0.0,0,35,-5,1,-3,118,13,5,23
CC(=O)c1cc2c(cc1NC(=O)Cn1nc(-c3ccc(F)cc3)ccc1=O)OCO2,-6,0.0,2,9,.,-10,-6,.,-8,.,2
CCOC(=O)C1(CC2CCCCO2)CCN(S(=O)(=O)c2ccccc2)CC1 (centres undefined),3,0.0,-5,52,-2,-3,-5,103,-8,2,153
Cc1cc(C(=O)Nc2ccncc2)ccc1[N+](=O)[O-],11,0.3,2,6,1,4,-5,90,4,-1,35
O=C1CC(c2ccccc2)=NN1c1nc(-c2ccccc2)cs1,6,-1.7,3,-3,-48,-7,-2,100,-14,48,-10
CCSCCOC(=O)C1=C(C)NC(=O)NC1c1ccc2c(c1)OCO2 (centres undefined),.,-0.3,.,-3,0,-1,0,103,1,1,8
O=C(CCC(=O)Nc1ccc(F)cc1)N/N=C/c1cc([N+](=O)[O-])ccc1O,5,1.6,.,-2,-8,-4,?,105,-1,8,157
Cc1cc(Br)c2c(c1)C1(OCCO1)C(=O)N2,-6,-0.1,-1,3,25,-3,6,90,4,-25,-1
Cn1nnnc1SCC(=O)N1CCN(c2ccccc2)CC1,-6,0.7,-4,2,7,-1,-2,103,-11,-7,9
COc1cc(SC)ccc1C(=O)Nc1c(Cl)cncc1Cl,-14,2.5,-6,19,-42,-9,3,101,-3,42,-2
Cc1ccc(SCC(=O)Nc2cccc(C(=O)NC(C)(C)C)c2)cc1,-2,0.4,-13,32,2,1,-6,111,-14,-2,-18
O=[N+]([O-])c1ccccc1S(=O)(=O)N1CCCCC1,0,0.1,-1,27,21,1,4,96,-17,-21,6
COc1ccc(CNC(=O)CCSc2nc(-c3ccc4c(c3)OCO4)cc(C(F)(F)F)n2)cc1,-5,-0.6,-8,-2,-48,-3,9,100,-2,48,8
Cc1c(C(=O)N2C[C@@H](C)O[C@@H](C)C2)oc2c(F)cccc12,73,0.8,1,-11,-13,-1,-10,98,-5,13,0
Cc1cccc(Cc2nnc(CCC(=O)NCc3cnc4ccccn34)o2)c1,-12,0.3,-3,1,-2,-1,-1,105,-2,2,-3
O=C(NCCSCc1ccccc1)c1ccc(C2SCC(=O)N2Cc2ccccc2)cc1 (centres undefined),-14,0.0,-1,3,-40,-4,-1,91,-5,40,-15
CC(=O)Nc1ccccc1C(=O)C(=O)Nc1cccc(F)c1,7,-0.4,-2,2,-12,-10,-7,96,3,12,-14
COCc1cc(C)nc(SCC(=O)Nc2ccc3c(c2)OCCO3)c1C#N,44,-2.3,-3,-6,-8,2,-9,.,3,8,-15
SMILES,MITF TRPM1 HTS,CDK5 p35 inh,NSD2 inh,Arr AP2 block,SR-BI DiI-HDL act,PKA-R1A act,dFosB activator,DSG3 Ab inh,PKA-R2B act,SR-BI DiI inh,SUMO Mot1 rescue
O=C(NCCN1CCOCC1)c1cc2sccc2n1Cc1ccc(Cl)cc1,-13,1.9,6,37,-10,-12,-9,101,2,10,.
S=C(Nc1ccccc1)N1CCN(c2ccccc2)CC1,-22,-2.0,2,-10,11,5,2,96,-1,-11,.
CCCSC1C(C)=C(C)C(=O)N1Cc1ccccc1 (centres undefined),.,-1.6,-5,1,-5,1,5,118,-1,5,4
CCCn1c(SCC(=O)N2CCc3ccccc3C2)nc2c1c(=O)n(C)c(=O)n2C,6,-0.1,1,-10,14,1,5,105,-2,-14,-11
COc1cc(C)ccc1OCCOc1c(Cl)cc(Cl)cc1Cl,10,0.0,-4,-2,-34,-9,14,.,-8,34,-10
COc1ccc(C(c2nnnn2C2CCCC2)N2CCC(C(N)=O)CC2)c(OC)c1 (centres undefined),1,0.9,-2,-1,42,-9,-5,.,-15,-42,.
CCC(C)NC(=O)[C@H]1N2C(=O)c3c(ccc(OC)c3OC)C2SC1(C)C (some centres undefined),10,2.4,-5,4,-7,-1,-8,97,-7,7,-4
CN(CC(=O)NC(=O)NCc1ccccc1)Cc1ccc(Cl)cc1,13,0.8,-3,30,5,0,4,92,-1,-5,4
COc1ccc(NC(=O)c2ccccc2OCc2c(C)noc2C)cc1OC,11,-0.9,-1,-5,-10,-3,0,.,13,10,253
COc1ccc(NC(=O)c2cc(-c3cccs3)on2)cc1,110*,0.5,-4,-7,.,-7,4,96,-5,.,5
OCc1csc(=Nc2ccccc2)n1-c1ccccc1,6,0.0,4,3,-3,-1,2,104,-6,3,-8
COc1ccc(CCNc2ncnc3c2nnn3Cc2ccccc2)cc1OC,-4,-0.6,-4,37,-19,5,-4,101,-10,19,2
Nc1c(NCCN2CCCCC2)c2ccccc2oc1=O,-11,0.5,0,5,4,-3,-4,100,-2,-4,40
CCOC(=O)c1sc(NC(=O)CN2CCN(c3ccc(OC)cc3)CC2)nc1C,.,-0.4,18,0,-7,-2,-4,117,-2,7,3
